Source: PubChem BioAssay (National Center for Advancing Translational Sciences (NCATS))
HCV inh = blocks hepatitis C virus | Potency, µM (highest dose often 41.8 µM), for the others: at the highest dose activity change, negative = inhibition, hits mostly inhibitors | 3.4% of 340,000 active | Huh7.5.1 HCVcc-Cre infection, luciferase reporter, 44 h
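Infectious HCVcc-Cre (~0.5 moi) was added to cells just after compound, with cells seeded 4 h earlier at 1,000 per well. Luciferase activity after 44 h culture reported infection; substrate was incubated 15 min at room temperature before reading.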
TbPYK inhibitor = blocks Trypanosoma brucei pyruvate kinase; Q57TT1; Potency, µM (top dose mostly 76.8 µM), for the others: at the highest dose activity, negative = inhibition, usual class: inhibitors; 0.12% of 410,000 active; TbPYK enzyme, Kinase-Glo Plus ATP luminescence, 45 min; note: nearly all actives have a fitted effect of over 50% in size
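Luminescent Kinase-Glo Plus end-point after 45 min room-temperature reaction of T. brucei pyruvate kinase started with 130 uM ADP (final). Buffer TEA 50 mM pH 7.2 with KCl, MgCl2, BSA, Tween-20; titration-based qHTS with fitted concentration-effect curves.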
Starred values were filed as active, the others as inactive; ? = inconclusive; [ ] = remark or other dose. Calls come from the whole dose curve; as a rule, active = well fitted curve in the direction sought with a large enough effect; inconclusive = small, poorly fitted or top-dose-only effect, or another doubt; inactive = no such curve, though single readings can be large; an effect the other way counts as inactive or inconclusive. % is set by controls: 0 for no effect and ±100 for the full control effect; potency is the fitted concentration of half-maximal effect. The list is partial, so the mix of outcomes need not match the whole.

SMILES | HCV inh | TbPYK inhibitor
COc1cccc(-c2ccc3c(c2)C2CC3CCN2C(C)=O)c1 (stereo unspecified) | ? | -10.3%
CCN1C(=O)[C@H]2[C@@H](c3ccc(-c4ccc5c(c4)OCO5)cc3)N[C@@](Cc3ccccc3)(C(=O)OC)[C@H]2C1=O | -9.1% | 2.2%
N#CC1=C(SCC(=O)Nc2ccccc2)NC(=O)CC1c1ccco1 (stereo unspecified) | -2.0% | -7.7%
N#C/C(=C/c1ccc(-c2ccc([N+](=O)[O-])cc2)o1)c1nnc(N2CCOCC2)n1-c1ccccc1 | 22.1% | -2.3%
COC(=O)CC1=C(c2ccc([N+](=O)[O-])cc2)CCC1=O | -5.1% | -5.7%
CC[C@]12c3[nH]c4ccc(Cl)cc4c3CCN1C(=O)[C@@H](CC(=O)NCCCn1ccnc1)C[C@@H]2C(=O)N1CCN(C(=O)C2CC2)CC1 | 4.2% | 0.8%
CN(C)Cc1c(C(C)(C)O)[nH]c2ccc(C(F)(F)F)cc12 | -13.1% | 0.0%
Cn1c(=O)c(C(=O)c2ccccc2)c(O)c2ccccc21 | 16.2% | -6.9%
O=CNC1(c2ccccc2)CCCCC1 | 23.8% | 3.8%
CCOc1cc(C(=O)N/N=C/c2cn(-c3ccccc3)nc2-c2cc3ccccc3o2)cc(OCC)c1OCC | ? | -9.8%
O/N=C/c1cc(Br)ccc1OCc1ccc(F)cc1 | ? | 1.9%
C/C(=C\C(=O)c1ccc(C)cc1)NCc1ccc(F)cc1 | -24.0% | -0.3%
C=CCOC1=CS(=O)(=O)N(Cc2ccc(Br)cc2)c2ccc(Br)cc21 | 20µM* | 0.0%
CCCN(C(=O)CSc1ccccc1C(=O)O)C1CCS(=O)(=O)C1 (stereo unspecified) | 13.1% | 9.7%
Cc1cccc(N2CCN(C(=O)c3ccc4nccnc4c3)CC2C)c1 (stereo unspecified) | 3.0% | -8.9%
CCN(CC)S(=O)(=O)c1ccc(N2CCOCC2)c(NC(=O)c2cccc3c(=O)c(C)c(-c4ccccc4)oc23)c1 | 8.91µM* | -1.1%
COc1cc(C(=O)OCC(=O)Nc2ccc(S(=O)(=O)NC3=NCCCCC3)cc2)cc(OC)c1OC | ? | 0.0%
CSc1nc(NCCN(C)C)c2sc3nc(-c4ccco4)c4c(c3c2n1)CCC4 | 0.7% | 3.6%
CCCCOc1cc(NCc2ccccc2)c2ncn(C(C)C)c2c1 | 11.2µM* | 1.0%
Cc1noc(C)c1NC(=O)Nc1cccc2c1O[C@H](CN(C)S(=O)(=O)c1c(C)noc1C)[C@@H](C)CN([C@H](C)CO)C2=O | 2.4% | 6.7%
Nc1ccc2ccccc2c1[N+](=O)[O-] | -14.5% | 16.6%
C/C=C(\C)C(=O)NCCN1C2=NC[C@H](Cc3ccccc3)N2C[C@@H]1Cc1ccc(OC)cc1 | 11.6% | 4.7%
O=C1NC(=O)N(C2CCCCC2)CC1Br (stereo unspecified) | 23.7% | -3.8%
O=C(Nc1ccn(CCCNCc2ccccc2)c(=O)n1)OCc1ccccc1 | 0.562µM* | -3.0%
COc1ccc(C(CNC(=O)c2cccc(S(=O)(=O)Nc3ccc(F)cc3)c2)N2CCCC2)cc1 (stereo unspecified) | -29.4% | -3.4%

Overlap with the part before: three compounds; new compounds follow.
SMILES | HCV inh | TbPYK inhibitor
O=C1NC(=O)N(C2CCCCC2)CC1Br (stereo unspecified) | 23.7% | -3.8%
O=C(Nc1ccn(CCCNCc2ccccc2)c(=O)n1)OCc1ccccc1 | 0.562µM* | -3.0%
COc1ccc(C(CNC(=O)c2cccc(S(=O)(=O)Nc3ccc(F)cc3)c2)N2CCCC2)cc1 (stereo unspecified) | -29.4% | -3.4%
O=C(COC(=O)c1nn(CCO)c(=O)c2ccccc12)Nc1ccc(Cl)c(Cl)c1 | -19.2% | 1.6%
O=C(C[C@@H]1C/C=C\C[C@@H](Cc2ccc(F)cc2)C(=O)OC[C@@H]2CCCN2C1=O)N[C@H](CO)Cc1ccccc1 | -10.3% | 2.4%
CC[C@]12c3[nH]c4cc(CCC(=O)N(C)C)ccc4c3CCN1C(=O)[C@@H](CC(=O)NC(C)(C)C)C[C@@H]2C(=O)N1CCN(C(=O)c2ccco2)CC1 | -12.3%[8.37 µM] | 2.7%
O=c1[nH]c(=S)ccn1C1OC(CO)C(O)C1O (stereo unspecified) | 30.0%[activator] | -16.4%
O=C(CNC(=O)c1ccccc1F)Nc1ccc2c(c1)OCO2 | -2.4% | -12.3%
CN=C1CN(O)C(c2ccccc2)=c2cc(Cl)ccc2=N1 | ? | 2.9%
COc1ccc(C(CNC(=O)C(C)Sc2ccccc2)N2CCOCC2)cc1 (stereo unspecified) | 13.0% | -1.6%
COc1cccc(NC(=O)COc2cccnc2[N+](=O)[O-])c1 | -4.6% | -4.3%
COc1cc(/C=C/C=C2/CC/C(=C/C=C/c3ccc(O)c(OC)c3)C2=O)ccc1O | ? | ?
CCCNc1nc(C)cc(-c2cc(C(=O)Nc3ccccc3)on2)n1 | ? | 1.6%
COc1ccc(NC(=O)C2CCC2)cc1S(=O)(=O)Nc1cc(C)ccc1Br | ? | 0.3%
CN(C(=O)COC(=O)Cc1ccccc1[N+](=O)[O-])C1CCS(=O)(=O)C1 (stereo unspecified) | 13.9% | -8.4%
Cc1ccc(S(=O)(=O)N2CCCCC2)cc1NC(=O)CSc1nnc(C2CC2)n1N | -4.5% | -11.8%
Cc1ccc(-c2csc(NCCc3nc4cc(Cl)c(Cl)cc4n3CCCO)n2)cc1 | -21.8% | 0.6%
Cc1cc(C)n2nc(C(=O)OCC(=O)NCc3ccc(F)cc3)nc2n1 | -2.5% | 0.3%
Cc1ccc(NC(=O)c2cnccn2)cc1S(=O)(=O)N1CCCCCC1 | -12.8% | -10.8%
COc1ccc(CNC(=O)CN(c2ccccc2OC)S(=O)(=O)c2cccs2)cc1 | -16.7% | -7.2%
O=C(CCCOC(=O)c1cccnc1Cl)c1ccc(Br)cc1 | -5.5% | 0.0%
C=C1[C@@H](O)[C@H](Cc2ccccc2)N(Cc2ccccc2Br)S1(=O)=O | 23.3%[8.37 µM] | -0.7%
O=C1c2ccc(-c3nc4ccccc4o3)cc2C(=O)N1Cc1cccnc1 | 7.1% | -11.1%
CCc1cc(CNC(=O)c2cccc(OC3CCN(S(C)(=O)=O)CC3)c2)on1 | ? | 6.3%
CCOC(=O)C1(CCOC)CCN(C/C=C/c2ccccc2OC)CC1 | 11.2µM* | 1.0%
O=C(c1cccc(S(=O)(=O)N2CCCC2)c1)N1CCN(S(=O)(=O)c2cccc(Cl)c2)CC1 | ? | 2.9%
CC1(c2nnc(-c3cccc(Cl)c3)o2)CC(c2ccc(Cl)cc2)=NO1 (stereo unspecified) | -14.8%[8.37 µM] | 0.0%
COc1ccc(NC(=O)CNC(=O)Cc2cccc3ccccc23)cc1 | 5.0% | 0.4%

(further entries)
SMILES | HCV inh | TbPYK inhibitor
CC12CCC(=O)C=C1CCC1C2C(O)CC2(C)C1CCC2(O)C(=O)COC(=O)COCC(=O)O (stereo unspecified) | 9.0% | -4.6%
C=CC(=O)N1C/C(=C/c2ccc(F)cc2)C(=O)/C(=C\c2ccc(F)cc2)C1 | ? | -9.1%
COc1cccc(OC)c1C(=O)Nc1ccncc1 | -4.1% | -1.8%
CN(CC1CCCO1)S(=O)(=O)c1ccc(C(=O)Nc2ccccc2F)cc1 (stereo unspecified) | 17.3% | -1.4%
Cc1noc(C)c1NC(=O)Nc1cccc2c1O[C@H](CN(C)C(=O)NC1CCCCC1)[C@@H](C)CN([C@H](C)CO)C2=O | 14.7% | 6.2%
CCOC(=O)c1[nH]c(C)c(/C(C)=N\O)c1C | 5.2% | -5.4%
CC(Oc1ccc(Cl)cc1Cl)C(=O)NC(Cc1ccccc1)C(=O)O (stereo unspecified) | 13.3% | 0.2%
C#CCOCCOCCOCCNc1nc(N2CCOCC2)nc(N2CCN(C(=O)[C@H](CCCN=C(N)N)n3cc(C(N)[C@@H](C)CC)nn3)CC2)n1 (stereo partly specified) | 30.4%[activator] | 3.0%
Nc1ncc([N+](=O)[O-])cc1S(=O)(=O)c1ccccc1 | 11.9% | 1.0%
COC(=O)c1ccccc1NC(=O)c1cc[n+](C)cc1 | -2.1% | 2.5%
Cn1nc(C(=O)OCC(=O)c2ccc(Cl)cc2)c2ccccc2c1=O | -0.9% | -4.4%
O=[N+]([O-])c1ccc(C=NN=Cc2ccc([N+](=O)[O-])cc2)cc1 | 3.0% | 0.7%
CCN(C[C@H]1N[C@@](CC)(C(=O)OC)[C@H]2C(=O)N(Cc3ccccc3)C(=O)[C@@H]12)C(=O)c1ccccc1 | 4.3%[8.37 µM] | -10.7%
CN(Cc1ccccc1)C(=O)COc1ccc2ccccc2c1 | -10.5% | -4.5%
O=C1C=C(c2ccccc2)CO1 | 6.7% | -0.6%
CCN(CC(=O)NCc1cccs1)CC(=O)Nc1ccc(C(N)=O)cc1 | 3.9% | 2.2%
Cc1ccc(N2C3=C(C(=O)CC(C)(C)C3)C(c3cn(C)nc3C)C3=C2CC(C)(C)CC3=O)cc1 | ? | ?
N#CCC(=O)Nc1ccc(C(=O)NNC(=S)NC2CCCCC2)cc1 | 26.5% | -15.8%
CC[C@]12c3[nH]c4cc(-c5ccco5)ccc4c3CCN1C(=O)[C@@H](CC(=O)NC/C=C(\C)CCC=C(C)C)C[C@@H]2C(=O)N1CCN(C(=O)c2ccco2)CC1 | 12.6µM* | 0.0%
C=CC[C@@H](CC(=O)N[C@@H](CO)Cc1ccccc1)C(=O)N[C@@H](COC(=O)[C@@H](CC=C)CC(=O)OC(C)(C)C)Cc1c[nH]c2ccccc12 | ? | 6.1%
CN(CC(=O)Nc1ccccc1Cl)C(=O)COC(=O)c1ccc([N+](=O)[O-])s1 | -13.4% | 0.0%
CCO[C@@H]1OC(C(=O)NCc2nc3ccccc3[nH]2)=C[C@H](c2coc3ccccc3c2=O)[C@H]1CCCO | 6.0% | 0.1%
COC(=O)[C@@]1(C)[C@H]2C(=O)N(Cc3ccccc3)C(=O)[C@H]2[C@H]2CN=C(SCC3CC3)N21 | -7.4%[8.37 µM] | 5.9%
O=C(C[C@H]1C[C@H](C(=O)N2CCOCC2)[C@@]2(CCC3CCCC3)c3[nH]c4cc(-c5ccco5)ccc4c3CCN2C1=O)NCC12CC3CC(CC(C3)C1)C2 | 10.6% | 2.9%
CCN(C[C@H]1N[C@@](CC)(C(=O)OC)[C@H]2C(=O)N(Cc3ccccc3)C(=O)[C@@H]12)C(=O)Nc1ccc(C(F)(F)F)cc1 | ? | -4.2%

New compounds follow
SMILES | HCV inh | TbPYK inhibitor
CC(NC(=O)c1ccco1)C(=O)Nc1nccs1 (stereo unspecified) | 14.2% | -2.8%
C#CCCOC(=O)N1C2=NC(C(=O)OC)=C(C(=O)OC)[C@@H]3N(C)c4ccccc4[C@]23C[C@H]1CO | -18.8% | -1.2%
CC[C@]12c3[nH]c4ccccc4c3CCN1C(=O)C(CC(=O)NCCCN(C)C)C[C@@H]2C(=O)N1CCN(C(=O)c2ccco2)CC1 (stereo partly specified) | 11.3% | 2.0%
CCOC(=O)C1=C(C)N(C[C@@H]2CC[C@@H](Cc3ccc(-c4ccccc4)cc3)O2)C(=O)NC1c1cccc2ccccc12 (stereo partly specified) | -4.0% | -4.6%
COc1ccc(NC(=O)C(C)N2C(=O)c3ccccc3C2=O)c(OC)c1 (stereo unspecified) | 13.6% | -4.4%
COc1cc(/C=C/C(=O)O)cc(S(=O)(=O)Nc2cc(C(F)(F)F)ccc2N2CCOCC2)c1OC | -1.6% | -5.0%
CN(C(=O)c1cccc(NC(=O)Cc2cccc(NC(=O)C3CCCN(C(=O)C4CC4)C3)c2)c1)C1CCC1 (stereo unspecified) | -22.6%[8.37 µM] | 0.7%
COC(=O)[C@]1(C)N[C@H](CN(C)S(=O)(=O)c2ccccc2)[C@@H]2C(=O)N(C)C(=O)[C@@H]21 | 8.3% | 1.2%
COc1ccc(NC(=O)N(C)C[C@H]2Oc3ccc(NS(=O)(=O)c4cn(C)cn4)cc3C(=O)N([C@H](C)CO)C[C@@H]2C)cc1 | -5.1%[8.37 µM] | -0.9%
C[C@H]1NS(=O)(=O)c2ccc(Br)cc2O[C@H]1c1ccccc1 | 1.2% | 4.8%
Cc1cccc(C)c1Nc1nnc(SCC(=O)NCCCN2CCCC2=O)s1 | -10.2% | 1.5%
O=C(O)C[C@H]1c2ccccc2S(=O)(=O)N1C1CCCCC1 | 17.4% | -8.5%
COc1ccc(NC(=O)C2=NN(C3CCS(=O)(=O)C3)C(=O)CC2)cc1S(N)(=O)=O (stereo unspecified) | 3.5% | 3.7%
Nc1cc(N)cc(-c2nc3ccccc3o2)c1 | -11.3% | -11.3%
COc1ccc(C2=NOC(Cn3nc(C(=O)NCc4cccc(Br)c4)cc3-c3ccccc3)C2)cc1 (stereo unspecified) | 14.0% | -7.0%
c1ccc(-n2nnnc2-c2cccc3ccccc23)cc1 | -25.1% | 5.9%
FC(F)(F)c1ccc(-c2cccc3c2C2CC3CCN2Cc2ccccc2)cc1 (stereo unspecified) | ? | 3.7%
CC(=NNC(=O)c1cccc(S(=O)(=O)N2CCOCC2)c1)c1ccccc1 | 0.3% | 0.2%
C[n+]1cccc(C(=O)O)c1 | ? | 2.1%
